# TSHR antagonist: antagonists of human thyroid stimulating hormone receptor; P16473; TSHR-expressing cells, TSH-stimulated cAMP HTRF, 2 h; stronger effect = lower value; activity change, negative = inhibition, % at 11.5 µM; actives 0.2% (n = 330,000); AID 504810;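 active means activity change below a set negative limit, meaning inhibition stronger than a set level, cut at about -70% in these data; inconclusive means activity change between two set negative limits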; further: on the % scale 0 is the no-effect control and ±100 the full control effect
#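 TSHR-expressing cells were treated with compounds, then stimulated with TSH at EC80 (4nM final) for 2 hours at 37 deg C. Cellular cAMP was measured by HTRF competition between lysate cAMP and cAMP-d2 for a cryptate-labelled anti-cAMP antibody.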
# S-ASM inh: human S-ASM enzyme inhibition | placental ASM, HMU-PC fluorogenic substrate, 60 min | AID 504937 | P17405 | Potency, µM (top dose mostly 57.5 µM), without a hit: top-dose activity change, negative = inhibition, hits mostly inhibitors | actives 0.006% (n = 340,000); further: potency means the concentration at half of the fitted maximal effect
#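 HMU-PC0 cleavage (9 uM final) by human placental ASM, 60 min at 37 °C following 10 min compound exposure at RT; stopped at pH 10, fluorescence Ex 386/Em 447 nm.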
# Mito fusion act: inhibitors of mitochondrial division or activators of mitochondrial fusion. actives 0.23% (n = 320,000). S. cerevisiae fusion-defective mutant growth rescue, CellTiterGlo 48 h. Potency, µM (titrated, usually from 46.1 µM), inactives show at the highest dose growth rescue (activation), actives largely listed as activators;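 further: potency means the concentration at half of the fitted maximal effect; % of control where 0% means no effect; nearly all actives have a fitted effect of over 45% in size; temperature-sensitive fusion mutants such as fzo1-1 at 37 °C on non-fermentable ethanol glycerol medium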
#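 Yeast fusion mutant, YPEG (non-fermentable carbon), compound, 48 h at 37C non-permissive; CellTiterGlo added, 10 min RT, luminescence read. Rescued growth = division inhibition.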
# Menin-MLL TR inh: menin-MLL binding inhibition, Texas Red mutant peptide. O00255. actives 0.23% (n = 270,000). Potency, µM (titrated, usually from 61.6 µM), for inactives: at the highest dose FP activity change, negative = inhibition, most hits filed as inhibitors. Menin + Texas Red MLL mutant peptide, fluorescence polarization; active means well fitted inhibition curve with a large enough effect in the polarisation, with a control signal flat, not every such curve was filed as active; inconclusive means small, poorly fitted or top-dose-only effect, or effect the other way, or a change in a side signal; inactive means no such curve, though single readings can be large or run the other way; the % refers to the polarisation; further: potency means the concentration at half of the fitted maximal effect; % of control where 0% means no effect; many of its hits are not listed in these tables
# Target sequence (O00255 whole entry, looked up): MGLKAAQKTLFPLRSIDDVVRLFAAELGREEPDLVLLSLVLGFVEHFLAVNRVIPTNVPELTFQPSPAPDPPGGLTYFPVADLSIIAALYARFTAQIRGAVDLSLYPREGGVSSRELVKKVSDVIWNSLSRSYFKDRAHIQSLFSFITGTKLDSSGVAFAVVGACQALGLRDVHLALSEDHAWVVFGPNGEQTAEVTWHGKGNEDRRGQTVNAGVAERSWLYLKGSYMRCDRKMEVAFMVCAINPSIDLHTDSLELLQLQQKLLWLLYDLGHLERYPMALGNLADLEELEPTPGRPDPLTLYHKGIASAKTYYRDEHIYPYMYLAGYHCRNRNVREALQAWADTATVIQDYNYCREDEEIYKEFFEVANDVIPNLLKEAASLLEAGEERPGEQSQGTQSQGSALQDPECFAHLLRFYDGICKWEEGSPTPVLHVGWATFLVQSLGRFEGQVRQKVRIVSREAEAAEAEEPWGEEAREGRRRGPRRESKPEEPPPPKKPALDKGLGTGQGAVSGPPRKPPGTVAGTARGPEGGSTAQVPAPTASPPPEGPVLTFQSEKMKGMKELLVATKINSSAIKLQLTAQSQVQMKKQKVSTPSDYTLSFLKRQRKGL
# MBNL1-CUG inh: MBNL1-poly(CUG) RNA binding inhibition. TR-FRET MBNL1-His/biotin-(CUG)12 binding, 665/545 ratio. Q9NR56. Potency, µM (top dose mostly 57.5 µM), inactives show at the top dose activity change, negative = inhibition, hits mostly inhibitors. actives 0.036% (n = 280,000); active means well fitted inhibition curve with a large enough effect in the signal ratio, with a control signal flat, not every such curve was filed as active; inconclusive means small, poorly fitted or top-dose-only effect, or effect the other way, or a change in a side signal; inactive means no such curve, though single readings can be large or run the other way; the % refers to the signal ratio; further: potency means the concentration at half of the fitted maximal effect; on the % scale 0 is the no-effect control and ±100 the full control effect
#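 MBNL1-His + Biotin-(CUG)12, cpd titration 92 nM–58 uM; Tb anti-His Ab 0.055 ng/ul, SA-XL665 5 nM (final); 60 min RT; ratiometric 665/545 nm, Ex 340 nm; normalized to buffer and full-complex controls.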
# Integrin act MD: activators of alpha7 integrin expression for muscular dystrophy; actives 0.064% (n = 350,000); alpha7betagal myoblasts, beta-gal FDG fluorescence, 48 h; AID 624291; Potency, µM (series often up to 38.3 µM), without a hit: at the highest dose activation, actives largely listed as activators;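 further: potency means the concentration at half of the fitted maximal effect; 100% = response of the positive control SU9516; nearly all actives have a fitted effect of over 60% in size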
#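 Alpha7betagal+/- myoblasts (passage 13) were plated 16-24 hr, then exposed to compounds (1:260 dilution of DMSO stock) for 48 hours at 37C. After MPER lysis, β-galactosidase reporter activity was read as FDG fluorescence (ex 480/em 540) after 30 minutes.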
# AT treatment: candidate therapy for ataxia-telangiectasia. Potency, µM (series often up to 57.5 µM), without a hit: at the highest dose activation, hits mostly activators. […] A-T fibroblasts, KAP-1 phosphorylation AlphaLISA; neocarzinostatin DNA damage 30 min before lysis. actives 0.19% (n = 320,000); further: potency means the concentration at half of the fitted maximal effect; % of control where 0% means no effect; nearly all actives have a fitted effect of over 45% in size
#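 ATM-like activity read as KAP-1 phosphorylation via AlphaLISA donor/acceptor antibody pairs after lysis and 6 hr at 25C. Cells were ATM-null patient fibroblasts ([…], hTERT), dosed 60 min, then exposed to the DSB inducer NCS for 30 min.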
# TSG101-PTAP inh: blocks PTAP/TSG101 interaction to inhibit HIV-1 budding; Q99816; Fluorescence polarization, FITC-PTAP peptide / Tsg101 binding; Potency, µM (top dose mostly 115 µM), inactives show top-dose activity change, negative = inhibition, usual class: inhibitors; 340,000 tested, under 10 active; active means well fitted inhibition curve with a large enough effect in the main read-out, with a control signal flat, not every such curve was filed as active; inconclusive means small, poorly fitted or top-dose-only effect, or effect the other way, or a change in a side signal; inactive means no such curve, though single readings can be large or run the other way; further: potency means the concentration at half of the fitted maximal effect; % of control where 0% means no effect
# Target sequence (Q99816 whole entry, looked up): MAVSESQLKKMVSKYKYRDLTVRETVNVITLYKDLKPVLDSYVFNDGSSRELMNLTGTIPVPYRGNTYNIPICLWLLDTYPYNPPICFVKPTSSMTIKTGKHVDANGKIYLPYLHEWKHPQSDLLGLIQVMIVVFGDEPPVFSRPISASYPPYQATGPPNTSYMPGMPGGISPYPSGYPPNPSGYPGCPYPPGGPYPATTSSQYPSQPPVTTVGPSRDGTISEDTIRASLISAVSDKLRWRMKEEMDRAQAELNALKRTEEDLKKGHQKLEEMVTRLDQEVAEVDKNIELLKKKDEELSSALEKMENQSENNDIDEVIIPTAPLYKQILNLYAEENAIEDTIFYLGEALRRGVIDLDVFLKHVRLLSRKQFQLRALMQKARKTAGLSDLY
#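 Compounds were pin-transferred onto Tsg101 binding domain (10 uM final) in HEPES pH 7.5 buffer, then FITC-PTAP peptide was added at 50 nM final. After 20 min at RT, polarization reported peptide displacement across a qHTS concentration series.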
# CXXC DNA block: MLL CXXC-DNA interaction inhibition | Potency, µM (highest dose often 115 µM), inactives show top-dose activity change, negative = inhibition, hits mostly inhibitors | MLL-CXXC / FITC-HOXA9 DNA fluorescence polarization | Q03164 | actives 0.037% (n = 290,000); active means well fitted inhibition curve with a large enough effect in the polarisation, with a control signal flat, not every such curve was filed as active; inconclusive means small, poorly fitted or top-dose-only effect, or effect the other way, or a change in a side signal; inactive means no such curve, though single readings can be large or run the other way; the % refers to the polarisation; further: potency means the concentration at half of the fitted maximal effect
#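 Purified MLL-CXXC (added from a 7 uM solution) was preincubated 5 min at ambient with pinned compounds in 50 mM Tris-HCl pH 7.5, 50 mM NaCl, 1 mM DTT, 0.05% BSA. Fluorescein-labeled HOX-A9 DNA (50 nM solution) followed, 30 min, then polarization read.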
# TCR activator: activators of T cell receptors; Potency, µM (doses to about 9.22 µM), without a hit: at the highest dose activation of IL-2 secretion, usual class: activators; 330,000 tested, under 10 active; AID 504894; primary human leukocytes, anti-CD3, IL-2 HTRF, 48 h; further: % of control where 0% means no effect
#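 Primary human leukocytes were stimulated with a-CD3 beads plus compounds for 48 hr without co-stimulation; secreted IL-2 was quantified by HTRF using a-IL-2-K (europium cryptate) and a-IL-2-d2, excited at 320nm with acceptor emission read at 665nm.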
# * hit, by the source's call; ? = inconclusive; nt = no result given; [ ] = dose if it differs, or a comment. Unless noted, the call rests on the fitted dose curve; in most records, active means well fitted curve in the direction sought with a large enough effect; inconclusive means small, poorly fitted or top-dose-only effect, or another doubt; inactive means no such curve, though single readings can be large; an effect the other way counts as inactive or inconclusive.
SMILES | TSG101-PTAP inh | Menin-MLL TR inh | S-ASM inh | Mito fusion act | CXXC DNA block | AT treatment | MBNL1-CUG inh | Integrin act MD | TSHR antagonist | TCR activator
CCc1ccc(OCC(=O)N2CC(C(N)=O)Oc3ccccc32)cc1 (stereo not drawn) | -1% | -28% | -12% | -2% | -1% | 8% | -6% | -6% | 1 | 11%
COc1ccccc1-n1c(COc2ccccc2-c2ccccc2)nnc1SCC(=O)c1c(N)n(C)c(=O)n(C)c1=O | -1% | -3% | -1% | 0% | 6% | 3% | -23% | 21% | 1 | 1%[46.1 µM]
Cc1ccccc1OCCN1CCC(Cc2ccccc2)CC1 | 0% | -13% | -3% | -6% | 7% | -2% | -5% | -51%[inhibitor] | 9 | 5%
COC(=O)c1c(NC(=O)COC(=O)c2ccc(O)cc2)sc2c1CCCCC2 | 1% | ? | -10% | 2% | 5% | 10% | 10% | -7% | 11 | -11%[46.1 µM]
Cc1ccc(NC(=O)C(CC(C)C)NC(=O)C2CCC(C)CC2)nc1 (stereo not drawn) | -3% | nt | 3% | -3% | 4% | -2% | 0% | 28% | 2 | 3%
N#Cc1ccc(Oc2cccc(C(=O)O)c2)cc1C#N | -2% | 8% | 0% | 0% | -2% | 4% | -3% | -12% | -6 | -6%
C[C@@H](N)C(=O)N[C@H]1CCC2C3CC=C4C[C@@H](O)CC[C@]4(C)C3CC[C@@]21C (stereo partly drawn) | -4% | nt | -1% | nt | nt | nt | nt | -49%[inhibitor] | nt | -5%
CCC(C)Nc1nc2c(C)cccn2c(=O)c1C=Nc1ccc(OC)cc1 (stereo not drawn) | -1% | 11% | -6% | -1% | 2% | 0% | 2% | 3% | -1 | -3%
c1cncc(-c2nnc3n2CCC3)c1 | -2% | 12% | 3% | 2% | 3% | -1% | -2% | 0% | 0 | 1%
O=C(O)c1cccc2c1-c1ccc(Cl)cc1C2=O | -2% | nt | 16% | nt | nt | nt | nt | 33% | nt | -8%
N#CCSc1nnc(COc2ccc3ccccc3c2)o1 | -4% | 17% | -1% | 3% | 0% | nt | 6% | -29% | -9 | -1%
Cc1ccc(N2CCN(C(=O)c3nn(C)c4c3CS(=O)(=O)c3ccccc3-4)CC2)c(C)c1 | 1% | 9% | -8% | 11µM* | 10% | -9% | -2% | -18% | 1 | -7%
COCCNC(=O)c1onc(CSc2cc(C)cc(C)c2)c1C(=O)O | -3% | 24% | 31% | 1% | -22% | -2% | -16% | -32% | -14 | 2%
COc1ccc(-c2cc(C(=O)NCC3CCCO3)c3ccccc3n2)cc1 (stereo not drawn) | -4% | 11% | 103%[activator] | 3% | 2% | 3% | 31%[activator] | -15% | -10 | -5%
CC(OC(=O)c1cc(S(=O)(=O)N(C)c2ccccc2)ccc1Cl)C(=O)Nc1ccc2c(c1)OCCO2 (stereo not drawn) | -2% | -7% | -2% | 1% | 3% | 8% | ? | -18% | 13 | -14%[46.1 µM]
CC(O)CNc1ccc([N+](=O)[O-])cc1S(=O)(=O)N1CCOCC1 (stereo not drawn) | 1% | -1% | -1% | 1% | 1% | -2% | ? | 16% | 3 | nt
O=C(Cn1cc(C(=O)C2CC2)c2ccccc21)NC1CCCC1 | 2% | -5% | -1% | -2% | 12% | 0% | 7% | 26% | 2 | -46%
CN(C)c1ccc(/C=N/NC(=O)c2ccco2)cc1 | -3% | 11% | 80%[activator] | -4% | 16% | 0% | ? | 0% | -7 | 4%[46.1 µM]
CCc1nnc(NC(=O)CCC(=O)O)s1 | 0% | -8% | 0% | -2% | 0% | 7% | -9% | 4% | 22 | -2%
CN(c1ccccc1)S(=O)(=O)c1ccc(C(=O)OCC(=O)NCc2cccs2)cc1 | -8% | nt | 0% | 1% | 3% | 0% | 3% | ? | 3 | 7%
O=C1/C(=C/c2cccc(O)c2)SC(=S)N1CC1CCCO1 (stereo not drawn) | 1% | nt | -1% | 0% | -6% | -8% | 9% | -1% | -6 | 0%
Cc1sc2cc(-c3cccc([N+](=O)[O-])c3)c(-c3cccc([N+](=O)[O-])c3)c[n+]2c1C | -1% | 5% | -2% | -3% | 21% | 0% | ? | -1% | 0 | 0%[46.1 µM]
Cc1ccc(S(=O)(=O)N(C)C)cc1NC(=S)N1CCN(Cc2ccc3c(c2)OCO3)CC1 | -4% | 4% | 5% | -4% | 16% | 9% | -9% | -20% | -8 | 1%
NC1=NC(=O)/C(=C/c2c(OS(=O)(=O)c3ccc(Cl)cc3)ccc3ccccc23)S1 | -2% | ? | 104%[activator] | -3% | 20% | 0% | -8% | -29% | -17 | 1%[46.1 µM]
O=S(=O)(Cc1ccccc1Cl)N1CCN(Cc2ccc3c(c2)OCO3)CC1 | -7% | -15% | -1% | ? | 12% | -3% | 7% | 4% | 11 | -3%
CN(C)Cc1c(O)ccc2c1O/C(=C\C=C\c1ccccc1)C2=O | ? | nt | -11% | 3% | ? | -7% | ? | 20% | 6 | -1%
N#Cc1cccc(C#N)c1NCC1CCCO1 (stereo not drawn) | 1% | 16% | 404%[activator] | 3% | -6% | 7% | -1% | -10% | 1 | 8%
Cc1cc(C)nc(SCc2nnc(SCC(=O)Nc3nccs3)n2Cc2ccco2)n1 | -3% | -13% | -3% | 3% | 1% | 1% | -13% | -19% | 7 | nt
CCOC(=O)N1CCN(C(=O)COc2ccc3ccccc3c2Br)CC1 | -6% | nt | -10% | 8% | 21% | -1% | 79%[activator] | 23% | -3 | -6%
CC1CCC(NC(=O)COC(=O)c2ccco2)CC1 (stereo not drawn) | -1% | nt | 2% | 6% | nt | -3% | nt | -10% | 16 | -1%

# Additional structures
SMILES | TSG101-PTAP inh | Menin-MLL TR inh | S-ASM inh | Mito fusion act | CXXC DNA block | AT treatment | MBNL1-CUG inh | Integrin act MD | TSHR antagonist | TCR activator
COc1ccc(CCNC(=O)COC(=O)Cc2c[nH]c3ccccc23)cc1OC | -3% | nt | 0% | nt | nt | -13% | nt | -5% | -4 | 1%[46.1 µM]
CC1CCC(NC(=O)c2nn(C)c3c2CSc2ccccc2-3)CC1 (stereo not drawn) | -3% | nt | -6% | -7% | ? | 4% | -1% | ? | -16 | 8%
Cc1ccc(C(=O)NCC(=O)N(C)Cc2cccc(F)c2)s1 | 3% | nt | 9% | -1% | nt | 10% | nt | 17% | -2 | 0%
COc1ccc(OCC(O)CN2CCN(c3ccc(Cl)cc3)CC2)cc1 (stereo not drawn) | -3% | 11% | -3% | -24% | 1% | -7% | -9% | -24% | 10 | -1%
COc1ccccc1CNC(=O)COC(=O)Cc1ccc(Cl)cc1 | -4% | -6% | 3% | -2% | 6% | 6% | -17% | ? | 35 | 3%[46.1 µM]
CCOC(=O)c1cnn(-c2ncnc3c2oc2ccccc23)c1N | 2% | -9% | 1% | -4% | -1% | 1% | 0% | 18% | -2 | 2%
COc1ccc(C(=O)N/N=C2\CCc3ccccc32)cc1OC | 0% | -13% | -1% | -2% | -2% | 3% | -4% | 27% | -2 | -2%
COCCn1c(-c2cc(OC)c(OC)c(OC)c2)nc2oc3ccccc3c(=O)c2c1=O | -4% | 1% | 6% | 0% | -6% | -1% | -4% | -21% | 1 | 14%
O=S(=O)(c1ccc(F)cc1)N1CCC(O)(c2ccc3c(c2)OCO3)CC1 | -4% | 18% | -2% | 0% | -7% | 6% | -11% | 23% | 2 | 0%
CN(C)c1cccc(C(=O)N/N=C/c2ccoc2)c1 | 1% | nt | 0% | nt | nt | nt | nt | ? | nt | -1%
CCCn1c(N)c(C(=S)NC(=O)C2CC2)c(=O)n(C)c1=O | -3% | 3% | 5% | 9% | 6% | -3% | nt | -15% | -7 | -4%[46.1 µM]
Fc1ccccc1N1CCN(C2CCN(Cc3c[nH]c4ccccc34)CC2)CC1 | -8% | 1% | 2% | 0% | 3% | 5% | -11% | -4% | 11 | -2%

# Structural class: the entries above containing an NH in an aromatic ring (two)
SMILES | TSG101-PTAP inh | Menin-MLL TR inh | S-ASM inh | Mito fusion act | CXXC DNA block | AT treatment | MBNL1-CUG inh | Integrin act MD | TSHR antagonist | TCR activator
COc1ccc(CCNC(=O)COC(=O)Cc2c[nH]c3ccccc23)cc1OC | -3% | nt | 0% | nt | nt | -13% | nt | -5% | -4 | 1%[46.1 µM]
Fc1ccccc1N1CCN(C2CCN(Cc3c[nH]c4ccccc34)CC2)CC1 | -8% | 1% | 2% | 0% | 3% | 5% | -11% | -4% | 11 | -2%

# Screening results (PubChem BioAssay)

# This is a subset; rates above refer to the full screens.
